NS3 helicase inh: HCV NS3 helicase inhibition. hit rate 0.56% among 290,000. AID 1800. inhibition, % at 10.9 µM. NS3 helicase DNA unwinding, Cy5 molecular beacon fluorescence;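 active = inhibition above the mean of all tested compounds plus 3 SD, set per campaign, cut at about 35% in these data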;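 note: 0% = DMSO wells and 100% = thioflavine S control wells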
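Control set: DMSO versus 110 µM thioflavine S; Material: NS3 helicase fragment of HCV; Measured by: Cy5 fluorescence at 0 and 60 min, beacon hairpin quenching; Read-out basis: percent inhibition from t60/t0 fluorescence ratio; Times: reaction time 60 min, 25 °C; Repeats: single replicate; Compound dosing: single dose, 10.9 µM nominal final, DMSO 0.8% final.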
IMP-1 inhibitor: blocks Pseudomonas aeruginosa IMP-1 metallo-beta-lactamase. purified IMP-1, nitrocefin hydrolysis, epi-absorbance fluorescence. inhibition, % at 5.6 µM. hit rate 0.45% among 290,000. AID 1556;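 active = inhibition above the mean plus 3 SD of all compounds in the same screening run, cut at about 4.5% in these data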;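 note: 0% = IMP-1 with DMSO and 100% = DMSO wells lacking enzyme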
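Material – recombinant IMP-1 enzyme, purified · Amount – IMP-1 0.2 nM before substrate addition · Medium – HEPES buffer pH 7.1 with ZnSO4 and Brij 35 · Timing – 25 °C, 15 min preincubation, 25 min reaction · Measured by – plate fluorescence quenching by hydrolysis product, ex 480/em 530 nm · Read-out – percent enzyme inhibition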
IDE cell inh: cellular human IDE inhibition; P14735; HEK cells, FAbetaB cleavage, fluorescence polarization; inhibition, % at 5.59 µM; hit rate 0.41% among 320,000;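 active = percent inhibition above the average of all tested compounds plus 3 SD, set per screening campaign, cut at about 16% in these data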;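 note: IDE supplied by intact live HEK cells; FP after avidin binding of uncleaved biotin substrate so inhibition keeps polarization high; 0% = DMSO wells and 100% = 60 µM reference IDE inhibitor Ii1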
pCIP destab: compounds decreasing mouse p/CIP protein stability; hit rate 0.01% among 290,000; decrease of EGFP signal, % at 10 µM; Q05BA5; F442A p/CIP-EGFP cells, EGFP fluorescence, 16 h; AID 1984;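 active = EGFP signal decrease of at least 30% at 10 µM or well 3 SD below plate mean, unless failing retest; inactive = the rest, including hits failing retest or dose response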; note: some compounds called inactive have numbers as strong as hits; many of its hits are not listed in these tables
Target sequence (Q05BA5 1-1403): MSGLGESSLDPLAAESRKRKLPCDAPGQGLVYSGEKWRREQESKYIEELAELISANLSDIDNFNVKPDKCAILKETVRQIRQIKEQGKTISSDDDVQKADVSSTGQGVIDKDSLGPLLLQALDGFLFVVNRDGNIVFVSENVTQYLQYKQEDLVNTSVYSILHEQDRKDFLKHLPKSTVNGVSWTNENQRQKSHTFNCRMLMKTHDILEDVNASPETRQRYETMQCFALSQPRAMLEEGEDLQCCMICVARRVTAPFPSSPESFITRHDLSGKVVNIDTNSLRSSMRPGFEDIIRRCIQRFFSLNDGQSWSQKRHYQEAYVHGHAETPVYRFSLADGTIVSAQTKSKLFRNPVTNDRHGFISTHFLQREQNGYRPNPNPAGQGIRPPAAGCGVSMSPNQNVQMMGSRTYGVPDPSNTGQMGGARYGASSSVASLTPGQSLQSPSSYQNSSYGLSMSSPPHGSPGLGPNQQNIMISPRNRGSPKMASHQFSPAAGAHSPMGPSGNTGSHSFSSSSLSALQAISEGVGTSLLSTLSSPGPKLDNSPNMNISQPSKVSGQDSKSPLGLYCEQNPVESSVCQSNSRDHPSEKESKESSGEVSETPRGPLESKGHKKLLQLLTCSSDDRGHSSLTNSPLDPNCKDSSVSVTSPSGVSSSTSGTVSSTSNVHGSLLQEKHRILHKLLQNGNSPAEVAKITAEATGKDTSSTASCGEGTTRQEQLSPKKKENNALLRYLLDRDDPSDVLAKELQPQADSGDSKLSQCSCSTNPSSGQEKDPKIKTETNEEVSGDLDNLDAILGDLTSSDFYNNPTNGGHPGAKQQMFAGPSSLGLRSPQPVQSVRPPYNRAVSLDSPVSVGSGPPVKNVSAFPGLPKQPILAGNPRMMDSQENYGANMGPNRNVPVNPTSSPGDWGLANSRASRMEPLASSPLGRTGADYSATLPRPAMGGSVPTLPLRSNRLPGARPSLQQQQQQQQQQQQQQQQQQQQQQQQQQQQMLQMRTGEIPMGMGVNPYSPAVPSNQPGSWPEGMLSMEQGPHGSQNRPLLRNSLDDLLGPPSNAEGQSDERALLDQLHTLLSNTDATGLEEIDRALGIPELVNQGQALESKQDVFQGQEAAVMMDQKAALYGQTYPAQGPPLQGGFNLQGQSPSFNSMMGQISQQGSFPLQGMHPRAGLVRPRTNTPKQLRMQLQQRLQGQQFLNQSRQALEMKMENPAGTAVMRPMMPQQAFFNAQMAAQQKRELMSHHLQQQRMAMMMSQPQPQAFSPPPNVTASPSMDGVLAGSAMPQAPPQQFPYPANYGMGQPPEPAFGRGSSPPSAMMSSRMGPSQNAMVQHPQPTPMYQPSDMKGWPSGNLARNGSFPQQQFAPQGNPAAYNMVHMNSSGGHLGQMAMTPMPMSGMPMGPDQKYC
VIM-2 inhibitor: blocks Pseudomonas aeruginosa VIM-2 metallo-beta-lactamase | inhibition, % at 5.6 µM | AID 1527 | hit rate 0.89% among 290,000 | purified VIM-2, nitrocefin hydrolysis, epi-absorbance fluorescence;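 active = inhibition above the mean of all tested compounds plus 3 SD, cutoff set per screening run, cut at about 7.5% in these data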;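 note: red hydrolysis product quenches plate fluorescence so inhibitors raise well fluorescence; 0% = enzyme with DMSO and 100% = DMSO without enzyme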
M18AAP inhibitor: PfM18AAP enzyme inhibition | recombinant PfM18AAP, H-Glu-NHMec fluorogenic cleavage | inhibition, % at 7.35 µM | hit rate 1.2% among 290,000 | AID 1822;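 active = inhibition above the campaign mean inhibition over all tested compounds plus 3 SD, cut at about 28% in these data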;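 note: 0% = plate median of test compound wells and 100% = 2 mM ZnCl2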
DNA FID counter: fluorescent intercalator displacement, NS3 helicase counter-screen | DNA fluorescent intercalator displacement, fluorescence | inhibition, % at 7.9 µM | hit rate 0.17% among 290,000; in the data active = inhibition above about 37%;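 note: 0% = vehicle and 100% = reference compound; higher means more ethidium bromide displaced from hairpin DNA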
IDE cell activ: boosts human insulin-degrading enzyme activity in HEK cells | P14735 | FAbeta-B cleavage, fluorescence polarization; 0% vehicle, 100% cell-free pure enzyme wells | activation, % at 5.96 µM | hit rate 0.073% among 340,000 | AID 493087;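 active = activation above the mean of all tested compounds plus 3 SD, set per screening campaign, cut at about 17% in these data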
UBC9 SUMO inh: SUMOylation inhibition | P63279 | HTRF SUMOylation assay, SAE1/SAE2 + UBC9, in vitro | inhibition, % at 35 µM | hit rate 0.36% among 290,000; in the data active = inhibition above about 50%, passing the limit was not always enough; note: strong numbers were not always called active
The depositor's hits bear a star; x = no result given.

SMILES | NS3 helicase inh | IMP-1 inhibitor | IDE cell inh | pCIP destab | VIM-2 inhibitor | M18AAP inhibitor | DNA FID counter | IDE cell activ | UBC9 SUMO inh
Cc1ccc(C2N(c3cccc(Cl)c3)C(=O)N3CCCN23)cc1 (configuration not stated) | 1 | 0.6 | 2 | 0 | 1.2 | -8 | -26 | -6 | 3
CCOC(=O)c1ccccc1NC(=O)c1ccc2c(SCC(=O)O)c3c(nc2c1)CCCC3 | 31 | 2.2 | 5 | 14 | 6.1 | 19 | -12 | -1 | -3
O=C(NNc1nc(-c2ccc(Br)cc2)cs1)c1ccco1 | 4 | -2.8 | 4 | 8 | -4.5 | 16 | -4 | -3 | -4
COc1ccccc1N(CC(=O)NC1CCCC1)C(=O)C1(C)CC(=O)N=C2C=CC(C)=CN21 (configuration not stated) | 9 | -0.1 | 5 | -14 | -2.0 | -10 | -8 | 5 | 18
O=C(N/N=C/c1cccs1)c1cccnc1 | 1 | -2.5 | 3 | -5 | -3.1 | -6 | -3 | x | 10
COc1ccc(N2CCN(c3ccc(N4C(=O)COCC4=O)cc3[N+](=O)[O-])CC2)cc1 | 8 | -2.2 | -3 | -2 | -4.2 | 4 | -28 | 10 | -10
O=C(O)CCCCCNC(=O)Cn1nnc2ccccc2c1=O | 4 | -0.8 | 2 | -5 | -0.5 | -5 | 0 | 8 | 9
O=C(/C=C/c1ccccc1Cl)Nc1cccc(O)c1 | -2 | -2.8 | 3 | -2 | -1.8 | -8 | 7 | 1 | -12
C=CCc1c(C)nc(-c2ccccc2)nc1N/N=C/c1ccncc1 | -12 | -3.4 | -6 | 7 | -2.4 | 9 | -17 | 1 | 5
COc1cc(S(=O)(=O)NCc2ccc3c(c2)OCO3)c(OC)cc1C | -4 | 0.0 | -2 | -2 | 0.3 | 3 | -8 | 2 | 0
CCCOc1ccc(CSc2nc3ccccc3[nH]2)cc1 | -11 | -1.6 | -2 | 1 | 1.2 | -5 | -4 | -5 | -29
O=S(=O)(CCN1CCSCC1)c1ccccc1 | -4 | -3.4 | -1 | -16 | -2.2 | -14 | 0 | 1 | 11
CCOc1cc(/C=N/NC(=O)CNc2ccc(C)cc2)ccc1OC(=O)c1ccccc1 | 13 | 0.6 | 1 | 0 | -2.9 | 19 | -15 | 0 | -24
COc1ccc(Nc2nc(Cl)nc(Nc3ccc(OC)cc3)n2)cc1 | 5 | -1.8 | 3 | 0 | -2.1 | -10 | -17 | 7 | 26
CC(=O)Nc1ccc(C(=O)NCCc2ccccc2)cc1 | -2 | -3.1 | 2 | -9 | -5.8 | -1 | 4 | 0 | 20
Cc1cc(C2(O)C(=O)Nc3ccccc32)ccc1F (configuration not stated) | -9 | -1.7 | -3 | -1 | -2.2 | -3 | -6 | -2 | 10
CC(C)CCNC(=O)C(c1ccncc1)N(Cc1cccs1)C(=O)Cn1nnc(-c2ccc(F)cc2)n1 (configuration not stated) | 0 | -2.1 | 2 | -3 | 1.1 | -5 | 0 | 2 | 10
Cc1ccc(OCCCCn2cnc3ccccc32)cc1 | -2 | -2.6 | -3 | 9 | -1.7 | -7 | -18 | 5 | 8
COc1ccc(OCCCC(=O)Nc2nncs2)cc1 | 2 | -0.6 | -4 | 9 | 0.3 | 0 | -4 | -1 | -22
O=C(c1cc(S(=O)(=O)N2CCOCC2)c(Cl)cc1Cl)N1CCCCC1CO (configuration not stated) | -6 | -3.4 | 5 | -3 | -1.8 | 5 | -16 | 0 | 8
Cc1ccc(-c2nc(NCc3cccnc3)c3ccccc3n2)cc1 | -11 | -3.4 | 0 | 0 | -4.0 | -1 | 3 | 3 | -3
CS(=O)(=O)N(CC(=O)Nc1ccccc1C(=O)N1CCOCC1)c1ccc2c(c1)OCO2 | 0 | -1.8 | 6 | -11 | -1.6 | -3 | -3 | 2 | -4
CN(C(=O)C(C)(C)C)C1c2c(ccc3ccccc23)OCC1CO (configuration not stated) | -10 | -3.5 | x | -2 | -6.2 | 6 | 0 | -4 | -17
COc1ccc(N2CCN(CC(=O)NCc3ccc(Cl)cc3)CC2)cc1 | -6 | 4.0 | -1 | 0 | 2.0 | -9 | -21 | -3 | -2
N/C(Cc1ccc(Cl)cc1)=N\OC(=O)C1CCCCC1 | -5 | -3.0 | -7 | 5 | -0.3 | -5 | 6 | -5 | -13
Cc1nn(C)c(C)c1NC(=O)c1cnn2c(C(F)F)cc(-c3ccccc3)nc12 | -5 | -1.5 | -1 | -8 | 1.3 | -10 | -2 | x | 4
O=C(O)COc1ccc(/C=C2\SC(=Nc3ccccc3)N(c3ccccc3)C2=O)cc1 | -9 | -2.9 | 5 | 4 | -0.9 | 7 | -40 | 6 | 14
Cc1cc2cc(CNC(=O)NC3CCCCC3)ccc2n1C | -6 | -3.5 | 3 | -16 | -2.5 | 10 | -17 | 3 | -3
O=[N+]([O-])c1ccc(OCC(O)CN2CCN(c3ccccc3F)CC2)cc1 (configuration not stated) | 2 | -2.6 | 12 | 4 | -2.7 | 2 | 8 | 4 | -1
CCOC(=O)CSc1nc2cc(C)cc(C)c2cc1C#N | -2 | -2.6 | 10 | -1 | 0.4 | 7 | -6 | -3 | 28
CC1CCCC(NC(=O)COC(=O)c2ccccc2[N+](=O)[O-])C1C (configuration not stated) | 23 | -2.8 | -10 | 0 | -2.8 | -5 | -13 | 3 | 20
CCOC(=O)N1CCN(C(=O)CN(C2CCCCC2)S(=O)(=O)c2ccc(C)cc2)CC1 | 3 | -1.4 | 3 | -9 | -2.0 | -10 | -37 | 6 | 5
Cc1cc(CNC(=O)CCc2nnc(CCCc3ccccc3)o2)nn1C | 1 | -3.6 | -4 | -7 | -2.4 | -7 | -10 | 4 | -3
COc1cccc(C(=O)NCCSCc2ccccc2Cl)c1 | 6 | -0.8 | 1 | 2 | 1.6 | -2 | -21 | 3 | 12
O=C(Nc1cc(S(=O)(=O)N2CCCCC2)ccc1N1CCCCC1)c1ccncc1 | -8 | -1.6 | 3 | -2 | -1.7 | -2 | -38 | 4 | -33
Cc1nc(NC(=O)c2ccccc2)sc1C1(C)CC(c2ccccc2F)=NO1 (configuration not stated) | x | x | -2 | -15 | x | x | x | 0 | 0
COc1cc2c(cc1OC)C(c1ccccc1)N(S(C)(=O)=O)CC2 (configuration not stated) | 10 | -2.7 | 2 | -13 | -1.6 | -6 | -12 | 7 | 11
CCCOc1ccc(/C=N/O)cc1 | -2 | -1.9 | 0 | -7 | -2.6 | -1 | 3 | 2 | 7
NS(=O)(=O)c1ccc(CCNC(=O)CCC2COc3ccccc3O2)cc1 (configuration not stated) | -6 | -1.4 | -1 | -19 | 1.1 | -9 | -5 | 6 | 6
C=CCN(CC=C)Cc1c(O)ccc2c(=O)c(-c3ccccc3)coc12 | -10 | -4.2 | 3 | -9 | -1.6 | 1 | 0 | 0 | 31

4 consecutive records from above, for reference:
SMILES | NS3 helicase inh | IMP-1 inhibitor | IDE cell inh | pCIP destab | VIM-2 inhibitor | M18AAP inhibitor | DNA FID counter | IDE cell activ | UBC9 SUMO inh
CC1CCCC(NC(=O)COC(=O)c2ccccc2[N+](=O)[O-])C1C (configuration not stated) | 23 | -2.8 | -10 | 0 | -2.8 | -5 | -13 | 3 | 20
CCOC(=O)N1CCN(C(=O)CN(C2CCCCC2)S(=O)(=O)c2ccc(C)cc2)CC1 | 3 | -1.4 | 3 | -9 | -2.0 | -10 | -37 | 6 | 5
Cc1cc(CNC(=O)CCc2nnc(CCCc3ccccc3)o2)nn1C | 1 | -3.6 | -4 | -7 | -2.4 | -7 | -10 | 4 | -3
COc1cccc(C(=O)NCCSCc2ccccc2Cl)c1 | 6 | -0.8 | 1 | 2 | 1.6 | -2 | -21 | 3 | 12

Following part
SMILES | NS3 helicase inh | IMP-1 inhibitor | IDE cell inh | pCIP destab | VIM-2 inhibitor | M18AAP inhibitor | DNA FID counter | IDE cell activ | UBC9 SUMO inh
Cc1cc(SCC(=O)c2ccc3c(c2)OCO3)nc2ccccc12 | -1 | -1.2 | 2 | -4 | -2.5 | 0 | -8 | 3 | -17
CCC(C)c1ccccc1OCC(=O)NN1C(=O)c2ccccc2C1=O (configuration not stated) | 5 | 0.0 | -3 | 1 | -2.4 | 3 | -15 | 1 | -8
O=C(O)c1ccc(NC(CSCc2ccccc2F)C(=O)O)c([N+](=O)[O-])c1 (configuration not stated) | -2 | 0.2 | -4 | 2 | -1.0 | 9 | 0 | 7 | 4
Cc1cc(C)cc(-n2ccn(CC(=O)NCCc3ccccc3)c(=O)c2=O)c1 | 12 | 1.4 | -1 | -6 | 0.0 | 8 | -30 | 7 | x
Cn1nccc1-c1cc(Cl)cc(Cl)c1O | -3 | -2.9 | 5 | -15 | -3.2 | -4 | -2 | x | 22
Cc1ccnc(SCc2cc(=O)c(OC(=O)c3ccc(Cl)c([N+](=O)[O-])c3)co2)n1 | 6 | -4.3 | -2 | -8 | -0.4 | 0 | -4 | 1 | -1
CCCCNC(=O)C1CCCN(S(=O)(=O)CC)C1 (configuration not stated) | -6 | -3.6 | -2 | 12 | -0.8 | 1 | 0 | 0 | -6
O=C(COc1ccccc1[N+](=O)[O-])N/N=C/c1ccc(O)c([N+](=O)[O-])c1 | -5 | -3.3 | 4 | 4 | -5.0 | 2 | -1 | 5 | -7
O=C(O)c1sc2ncccc2c1OCc1ccccc1 | -2 | -2.2 | 2 | -17 | -3.0 | -13 | -1 | 6 | 15
C[n+]1c2n(c3ccccc31)N=C(c1ccc(Cl)cc1)CS2 | 7 | -3.6 | -1 | -7 | -7.4 | 5 | 4 | 8 | 12
COC(=O)COc1ccc(S(=O)(=O)NCc2ccco2)cc1 | -8 | -0.2 | -2 | 2 | -2.9 | 2 | -2 | 4 | 1
BrC(=C\c1ccccc1)/C=N/n1cnnc1 | 1 | -2.3 | x | 8 | -1.4 | 68* | 1 | -1 | 5
Nc1nc2n(n1)C(c1cccs1)CC(c1ccc(F)cc1)N2 (configuration not stated) | -4 | -4.5 | 4 | -6 | -3.6 | 1 | -5 | 6 | 1
O=C(NNC(=O)c1ccccc1OCc1ccc(F)cc1)c1ccccc1O | 4 | 0.2 | x | -14 | -4.2 | 10 | -26 | 6 | -2
O=C(c1ccco1)N1CCN(c2nc3ccccc3n3nnnc23)CC1 | 11 | -1.9 | 3 | -9 | -0.3 | 1 | -1 | -1 | 12
O=C(NCc1ccc(Cl)cc1)C(=O)c1cn(CC(=O)N2CCOCC2)c2ccccc12 | -17 | -1.5 | 3 | 3 | -6.3 | 1 | -38 | 1 | -8
COc1ccc(NC(=O)C2(N(C(=O)Cn3nnnc3N)c3ccc(OC)cc3)CCCCC2)cc1 | 10 | -1.2 | 6 | -3 | -2.8 | 4 | -32 | 1 | 6
N/C(=N\O)c1ccc(NC(=O)c2cccs2)cc1 | 3 | -2.1 | 3 | -14 | -0.6 | -8 | 3 | 1 | 20
CC(=O)c1ccc(OC(=O)c2ccc(-n3nc(C)cc3C)cc2)cc1 | 0 | -1.5 | 9 | 2 | 1.8 | -6 | -20 | -4 | 17
COc1ccc(Nc2ncnc3c2cnn3Cc2ccccc2)cc1 | -13 | -0.3 | 2 | -7 | -0.7 | 2 | -11 | 2 | 5
